EBV gp42 inh: EBV gp42 inhibition; Fluorescence polarization binding assay, mP read-out; 220,000 compounds, 0.42% hits; Q1HVG2; inhibition, % (tested at 21.74 µM); in the data active means inhibition above about 50%
Target sequence (Q1HVG2 whole entry, looked up): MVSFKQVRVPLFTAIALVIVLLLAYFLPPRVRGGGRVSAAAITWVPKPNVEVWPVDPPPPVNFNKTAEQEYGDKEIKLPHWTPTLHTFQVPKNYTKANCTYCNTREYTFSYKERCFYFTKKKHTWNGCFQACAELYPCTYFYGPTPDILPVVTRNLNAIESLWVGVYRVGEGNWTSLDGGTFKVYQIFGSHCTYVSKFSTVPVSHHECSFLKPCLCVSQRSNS
TbHK1 inh: blocks Trypanosoma brucei hexokinase 1 activity; recombinant TbHK1, G6PDH-coupled NADH A340; inhibition, % at 10 µM; 220,000 compounds, 0.11% hits;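 active means inhibition of 50% or more in the single-dose primary screen; inactive means inhibition below 50%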
RBBP9 inhibitor: human RBBP9 hydrolase inhibition | O75884 | recombinant RBBP9, FP-Rh probe fluorescence polarization | inhibition, % at 7.94 µM | 220,000 compounds, 0.2% hits;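 active means inhibition above the campaign mean of all tested compounds plus 3 SD, cut at about 14% in these data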;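 further: plate controls were DMSO wells with RBBP9 for no effect and wells lacking RBBP9 protein for full effect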
Target sequence (O75884 whole entry, looked up): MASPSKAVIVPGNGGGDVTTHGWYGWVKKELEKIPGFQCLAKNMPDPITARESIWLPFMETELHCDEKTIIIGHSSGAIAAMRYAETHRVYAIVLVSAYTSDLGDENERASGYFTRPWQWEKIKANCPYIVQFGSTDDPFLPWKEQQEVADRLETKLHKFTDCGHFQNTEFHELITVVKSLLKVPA
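System: RBBP9 protein / Quantity: 2.5 µM RBBP9 dispensing solution, before mixing / Also added: Serine-hydrolase probe FP-Rh, 375 nM pre-mixing / Dosing: 7.94 µM single dose, 0.794% DMSO / Timing: enzyme-compound preincubation 30 min, then probe labeling 45 min, 25 °C / Signal: FP readout at 525/598 nm / Controls: DMSO-treated enzyme wells and wells lacking RBBP9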
Furin inh: blocks human furin protease activity; inhibition, % at 30 µM; P09958; 220,000 compounds, 0.061% hits; purified furin, fluorogenic substrate cleavage; in the data active means inhibition above about 25%; further: inactives centre near -15
p47phox inh: blocks human p47phox regulatory protein of NADPH oxidases. P14598. p47phox/p22phox peptide binding, fluorescence polarization, 2 h. inhibition, % at 24.7 µM. 220,000 compounds, 0.53% hits. AID 1274;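 active means inhibition above about 30%, limit read from the data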;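 further: 0% = p47phox with labelled peptide and 100% = labelled peptide alone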
p97 ATPase inh: human p97 ATPase inhibition; P55072; recombinant p97 ATPase, Kinase-Glo ATP luminescence, 3 h; inhibition, % at 8 µM; 220,000 compounds, 0.42% hits; AID 1481; in the data active means inhibition above about 15%;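 further: 0% = DMSO vehicle and 100% = wells lacking enzyme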
Runt-CBFb FRET: Runt domain-CBFb interaction inhibition; Q01196+Q13951; Cerulean-Runt/Venus-CBFb FRET ratio 530/480, 1 h; inhibition, % at 20 µM; 220,000 compounds, 0.46% hits;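 active means inhibition over about 50% at 20 µM in the single-dose screen, limit read from the data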;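 further: 0% = DMSO wells and 100% = excess unlabeled CBFb competitor control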
Target sequence (Q01196 whole entry, looked up, the tested form may be a part): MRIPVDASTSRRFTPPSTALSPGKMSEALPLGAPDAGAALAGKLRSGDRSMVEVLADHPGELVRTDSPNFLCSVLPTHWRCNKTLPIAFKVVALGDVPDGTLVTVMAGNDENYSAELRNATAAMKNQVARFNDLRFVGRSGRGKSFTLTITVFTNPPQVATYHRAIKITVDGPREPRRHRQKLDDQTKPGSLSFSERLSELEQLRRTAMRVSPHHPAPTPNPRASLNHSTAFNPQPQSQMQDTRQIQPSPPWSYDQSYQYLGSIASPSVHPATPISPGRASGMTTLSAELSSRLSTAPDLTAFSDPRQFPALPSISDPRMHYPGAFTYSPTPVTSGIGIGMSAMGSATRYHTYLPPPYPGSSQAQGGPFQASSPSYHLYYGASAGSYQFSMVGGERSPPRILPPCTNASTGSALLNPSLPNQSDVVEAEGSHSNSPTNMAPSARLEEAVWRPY
Target sequence (Q13951 whole entry, looked up, the tested form may be a part): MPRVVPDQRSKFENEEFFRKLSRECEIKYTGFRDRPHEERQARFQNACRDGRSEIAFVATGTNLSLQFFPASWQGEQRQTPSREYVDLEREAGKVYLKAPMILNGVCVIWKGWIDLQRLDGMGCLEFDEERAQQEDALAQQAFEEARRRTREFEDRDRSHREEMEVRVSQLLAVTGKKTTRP
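test system = Cerulean-Runt domain fusion protein, energy donor | probe or stimulus = Venus-CBFb binding partner, 100 nM | incubation = two 1 h room-temperature incubations shielded from light | detection = fluorescence energy transfer, 422 nm excitation, 530/480 nm emission | measure = loss of energy transfer signal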
Calpain2 inh: blocks pig calpain II enzyme activity; purified calpain II, fluorogenic peptide substrate, 30 min; inhibition, % at 16 µM; AID 1236; 220,000 compounds, 0.37% hits;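 active means inhibition above about 50%, limit read from the data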
Runt-SMMHC FRET: blocks binding of human RUNX1 Runt domain to CBFb-SMMHC; Q01196+Q13951; Cerulean-Runt/Venus-CBFb-SMMHC FRET ratio 530/480, 1 h; inhibition, % at 20 µM; 220,000 compounds, 0.74% hits; AID 1434;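 active means mean inhibition across duplicate retests at 20 µM reaching about 50%, limit read from the data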;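 further: 0% = DMSO wells and 100% = wells with excess untagged CBFb-SMMHC; inhibitors lower the FRET ratio by blocking Runt binding to CBFb-SMMHC; some results filed as inactive read as strong as hits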
Numbers without * were called inactive; [ ] = dose if it differs, or a comment. Outcome played no part in choosing rows; 2.7% or so of the library scored in one or more.

What do the screens show for `C=CCNCCCCOc1ccc(Br)cc1C`?
EBV gp42 inh: -16; TbHK1 inh: 22; RBBP9 inhibitor: -3; Furin inh: -16; p47phox inh: -1; p97 ATPase inh: 3; Runt-CBFb FRET: -6; Calpain2 inh: -7; Runt-SMMHC FRET: -2

What do the screens show for `N#CCCN(C(=O)CO/N=C/c1cccc([N+](=O)[O-])c1)c1ccccc1`?
EBV gp42 inh: -14; TbHK1 inh: -1; RBBP9 inhibitor: 1; Furin inh: -23; p47phox inh: -6; p97 ATPase inh: 0; Runt-CBFb FRET: 0; Calpain2 inh: 16; Runt-SMMHC FRET: 2

What do the screens show for `CN(C(=O)c1ccccn1)C1(C(=O)NC2CCCCC2)CCCCC1`?
EBV gp42 inh: 2; TbHK1 inh: -4; RBBP9 inhibitor: -1; Furin inh: -28[20 µM]; p47phox inh: -11; p97 ATPase inh: 4; Runt-CBFb FRET: 0; Calpain2 inh: -88; Runt-SMMHC FRET: 1

Results for CN(Cc1ccccc1)C(=O)c1nn2cccnc2c1Cl ?
EBV gp42 inh: 0; TbHK1 inh: 1; RBBP9 inhibitor: -4; Furin inh: -38; p47phox inh: -4; p97 ATPase inh: 1; Runt-CBFb FRET: 0; Calpain2 inh: 5; Runt-SMMHC FRET: 0

Results for CC(=O)NC(N(C#N)c1nc(Cl)nc(N(C)C)n1)C(Cl)(Cl)Cl (stereo not given) ?
EBV gp42 inh: -10; TbHK1 inh: 6; RBBP9 inhibitor: -2; Furin inh: -25; p47phox inh: -7; p97 ATPase inh: 2; Runt-CBFb FRET: 0; Calpain2 inh: 2; Runt-SMMHC FRET: -3

Results for COc1cccc(/C=N/NC(=O)C[n+]2ccccc2)c1O ?
EBV gp42 inh: -7; TbHK1 inh: -22; RBBP9 inhibitor: -3; Furin inh: -31; p47phox inh: -14; p97 ATPase inh: 7; Runt-CBFb FRET: -1; Calpain2 inh: -12; Runt-SMMHC FRET: -2

How did CC1CCCN(C(=O)COc2ccc(NC(=O)c3cccs3)cc2)C1 (stereo not given) do in these assays?
EBV gp42 inh: 3; TbHK1 inh: -1; RBBP9 inhibitor: 2; Furin inh: -7; p47phox inh: 2; p97 ATPase inh: 1; Calpain2 inh: 23; Runt-SMMHC FRET: 4

Results for Cc1cc(C)cc(C(=O)N2CCN(c3ccccn3)CC2)c1 ?
EBV gp42 inh: -10; TbHK1 inh: -6; RBBP9 inhibitor: -5; Furin inh: -23; p47phox inh: -9; p97 ATPase inh: -3; Runt-CBFb FRET: -2; Calpain2 inh: -20; Runt-SMMHC FRET: 1

What do the screens show for `COC(=O)N/N=C\C=C\c1ccc2c(c1)OCO2`?
EBV gp42 inh: 8; TbHK1 inh: -61; RBBP9 inhibitor: 1; Furin inh: -7[20 µM]; p47phox inh: -11; p97 ATPase inh: 4; Calpain2 inh: -35; Runt-SMMHC FRET: 0

What do the screens show for `CC(C)c1nc2sc(C(=O)O)c(N)c2c2c1CCCC2`?
EBV gp42 inh: 1; TbHK1 inh: -10; RBBP9 inhibitor: -6; Furin inh: -21; p47phox inh: -11; p97 ATPase inh: 8; Runt-CBFb FRET: 4; Calpain2 inh: -24; Runt-SMMHC FRET: 1

What do the screens show for `Cc1cccc(CCNC(=O)CN(C)S(=O)(=O)c2cnc[nH]2)c1`?
EBV gp42 inh: 1; TbHK1 inh: -1; RBBP9 inhibitor: -9; Furin inh: -16; p47phox inh: -1; p97 ATPase inh: -3; Runt-CBFb FRET: 2; Calpain2 inh: 15; Runt-SMMHC FRET: -3

Results for COc1ccc(CC(=O)NCCC2=CCCCC2)cc1 ?
EBV gp42 inh: -6; TbHK1 inh: 2; RBBP9 inhibitor: 12; Furin inh: -14; p47phox inh: 7; p97 ATPase inh: 0; Runt-CBFb FRET: 0; Calpain2 inh: 6; Runt-SMMHC FRET: 4

Results for CC(C)C[C@H](NC(=O)NC1CCCc2ccccc21)C(=O)O (stereo not given in full) ?
EBV gp42 inh: -8; TbHK1 inh: -6; RBBP9 inhibitor: -1; Furin inh: -20; p47phox inh: 3; p97 ATPase inh: 1; Runt-CBFb FRET: 0; Calpain2 inh: -10; Runt-SMMHC FRET: -3

What do the screens show for `CC(C)Cn1c2c(c(O)c(C(=O)Nc3nccs3)c1=O)CCCC2`?
EBV gp42 inh: -34; TbHK1 inh: -25; RBBP9 inhibitor: -3; Furin inh: -17; p47phox inh: -20; p97 ATPase inh: 2; Runt-CBFb FRET: -6; Calpain2 inh: -154; Runt-SMMHC FRET: -6

How did Cc1cc(NC(=O)Cc2cccs2)nn1CC(=O)NCc1ccco1 do in these assays?
EBV gp42 inh: -19; TbHK1 inh: 3; RBBP9 inhibitor: -4; Furin inh: -6[20 µM]; p47phox inh: -4; p97 ATPase inh: -4; Runt-CBFb FRET: -1; Calpain2 inh: -21; Runt-SMMHC FRET: 0

What do the screens show for `CCCc1[nH]nc2c1C(c1ccc(OC(=O)c3ccco3)cc1)C(C#N)=C(N)O2` (stereo not given)?
EBV gp42 inh: 16; TbHK1 inh: -7; RBBP9 inhibitor: -2; Furin inh: -9; p47phox inh: -12; p97 ATPase inh: 5; Runt-CBFb FRET: 0; Calpain2 inh: -37; Runt-SMMHC FRET: 6

How did COc1ccc(Cl)cc1N1CCN(CCNC(=O)Nc2ccccc2C)CC1 do in these assays?
EBV gp42 inh: -29; TbHK1 inh: 10; RBBP9 inhibitor: -6; Furin inh: -10[20 µM]; p47phox inh: -5; p97 ATPase inh: -3; Runt-CBFb FRET: 0; Calpain2 inh: 2; Runt-SMMHC FRET: 3

Results for CCCCCCn1c(CN2CCN(C)CC2)nc2c1c(=O)n(C)c(=O)n2C ?
EBV gp42 inh: -11; TbHK1 inh: -12; RBBP9 inhibitor: -6; Furin inh: -25; p47phox inh: -7; p97 ATPase inh: 0; Calpain2 inh: -12; Runt-SMMHC FRET: -8

What do the screens show for `Cc1ccc(C)c(N2CCN(C(=O)C3CCCN(S(=O)(=O)c4c(C)[nH]c(=O)[nH]c4=O)C3)CC2)c1` (stereo not given)?
EBV gp42 inh: -23; TbHK1 inh: -6; RBBP9 inhibitor: -13; Furin inh: -9[20 µM]; p47phox inh: -1; p97 ATPase inh: 2; Runt-CBFb FRET: 2; Calpain2 inh: -15; Runt-SMMHC FRET: 0

How did CCOC(=O)c1[nH]ncc1CN1CCCC(C(=O)c2ccc(SC)cc2)C1 (stereo not given) do in these assays?
EBV gp42 inh: -21; TbHK1 inh: -12; RBBP9 inhibitor: 6; Furin inh: -25; p47phox inh: -2; p97 ATPase inh: 2; Runt-CBFb FRET: -2; Calpain2 inh: 6; Runt-SMMHC FRET: 1

Results for S=c1[nH]nc(Cc2cccc3ccccc23)o1 ?
EBV gp42 inh: -1; TbHK1 inh: 1; RBBP9 inhibitor: -4; Furin inh: -27; p47phox inh: 12; p97 ATPase inh: 7; Runt-CBFb FRET: 1; Calpain2 inh: 6; Runt-SMMHC FRET: 2

What do the screens show for `S=c1[nH]nc(C2CC2)n1Cc1ccccc1`?
EBV gp42 inh: -8; TbHK1 inh: 9; RBBP9 inhibitor: 1; Furin inh: -9; p47phox inh: -7; p97 ATPase inh: 50*; Runt-CBFb FRET: 7; Calpain2 inh: 24; Runt-SMMHC FRET: 7

Results for CC(=O)c1ccc(NC(=O)C2Cc3ccccc3CN2C(=O)c2ccccc2)cc1 (stereo not given) ?
EBV gp42 inh: -6; TbHK1 inh: 3; RBBP9 inhibitor: -4; Furin inh: -19; p47phox inh: -7; p97 ATPase inh: 3; Runt-CBFb FRET: -1; Calpain2 inh: -35; Runt-SMMHC FRET: -1

How did c1cnc2ccc3ncccc3c2c1 do in these assays?
EBV gp42 inh: 1; TbHK1 inh: -3; RBBP9 inhibitor: -2; Furin inh: -18; p47phox inh: 10; p97 ATPase inh: 3; Runt-CBFb FRET: 1; Calpain2 inh: -5; Runt-SMMHC FRET: 0

Results for COc1ccc(NS(=O)(=O)c2cccc(NC(=O)NC3CCCCC3)c2)cc1 ?
EBV gp42 inh: -11; TbHK1 inh: 33; RBBP9 inhibitor: -11; Furin inh: -12; p47phox inh: -9; p97 ATPase inh: 6; Runt-CBFb FRET: 0; Calpain2 inh: 35; Runt-SMMHC FRET: 3

Results for CCOC(=O)c1cccc(C(=O)Nc2nc3ccc(OC)cc3s2)n1 ?
EBV gp42 inh: -6; TbHK1 inh: -17; RBBP9 inhibitor: 2; Furin inh: -17; p47phox inh: 9; p97 ATPase inh: 2; Runt-CBFb FRET: 0; Calpain2 inh: -116; Runt-SMMHC FRET: -5

How did COc1cc(C)c(C(C)C)cc1S(=O)(=O)n1cnc(C)c1 do in these assays?
EBV gp42 inh: -14; TbHK1 inh: 7; RBBP9 inhibitor: 3; Furin inh: -20; p47phox inh: -2; p97 ATPase inh: 1; Runt-CBFb FRET: -2; Calpain2 inh: -10; Runt-SMMHC FRET: 2

Results for Cc1nn2c(-c3cccnc3)ccnc2c1-c1ccccc1 ?
EBV gp42 inh: -22; TbHK1 inh: 16; RBBP9 inhibitor: -2; Furin inh: -10; p47phox inh: 13; p97 ATPase inh: 1; Runt-CBFb FRET: -2; Calpain2 inh: -11; Runt-SMMHC FRET: 5

Results for COc1ccc(N2CC(C)Cn3c2nc2c3c(=O)[nH]c(=O)n2C)cc1 (stereo not given) ?
EBV gp42 inh: 7; TbHK1 inh: -3; RBBP9 inhibitor: -4; Furin inh: -19; p47phox inh: -9; p97 ATPase inh: -1; Runt-CBFb FRET: -3; Calpain2 inh: 3; Runt-SMMHC FRET: -2

How did CN(C)S(=O)(=O)c1cccc(NC(=O)c2n[nH]c(=O)c3ccccc23)c1 do in these assays?
EBV gp42 inh: 2; TbHK1 inh: -1; RBBP9 inhibitor: -10; Furin inh: -31; p47phox inh: -10; p97 ATPase inh: 2; Runt-CBFb FRET: 1; Calpain2 inh: -17; Runt-SMMHC FRET: -2

Results for Cc1nn(-c2ccccc2Cl)c(Cl)c1/C=N/Nc1cccc(C(=O)O)c1 ?
EBV gp42 inh: -18; TbHK1 inh: -17; RBBP9 inhibitor: -8; Furin inh: -27; p47phox inh: -2; p97 ATPase inh: -1; Runt-CBFb FRET: 1; Calpain2 inh: -8; Runt-SMMHC FRET: -2

How did CCOc1cc(N2CCOCC2)c(OCC)cc1NC(=O)COC(=O)CCc1c[nH]c2ccccc12 do in these assays?
EBV gp42 inh: -21; TbHK1 inh: 0; RBBP9 inhibitor: -11; Furin inh: -14[20 µM]; p47phox inh: -8; p97 ATPase inh: 3; Runt-CBFb FRET: -1; Calpain2 inh: 2; Runt-SMMHC FRET: -2

Results for Brc1ccccc1-c1nnc(COc2cccc3cccnc23)o1 ?
EBV gp42 inh: -12; TbHK1 inh: -4; RBBP9 inhibitor: -1; Furin inh: -21[20 µM]; p47phox inh: -4; p97 ATPase inh: -1; Runt-CBFb FRET: 1; Calpain2 inh: -55; Runt-SMMHC FRET: 0

Reprinted at random: 2 records from the list
What do the screens show for `S=c1[nH]nc(C2CC2)n1Cc1ccccc1`?
EBV gp42 inh: -8; TbHK1 inh: 9; RBBP9 inhibitor: 1; Furin inh: -9; p47phox inh: -7; p97 ATPase inh: 50*; Runt-CBFb FRET: 7; Calpain2 inh: 24; Runt-SMMHC FRET: 7

What do the screens show for `COC(=O)N/N=C\C=C\c1ccc2c(c1)OCO2`?
EBV gp42 inh: 8; TbHK1 inh: -61; RBBP9 inhibitor: 1; Furin inh: -7[20 µM]; p47phox inh: -11; p97 ATPase inh: 4; Calpain2 inh: -35; Runt-SMMHC FRET: 0

Assay outcomes (PubChem BioAssay)
